Bioassay records (PubChem)
697 NFkB inh = inhibitors of PMA/ionomycin-induced NF-kB reporter, 697 cells, primary screen, B-cell NF-kB inhibitor project, cell-based, luminescence, uHTS | 697 B-cell NF-kB luciferase reporter, 16 h | inhibition, % at 4 µM | 0.33% of 330,000 active | AID 435022, 2010; in the data active = inhibition above about 35%
XBP1 UPR activ = activators of adaptive XBP1 UPR arm, primary screen, cell-based, CHO-XBP1 luciferase reporter, luminescence, uHTS; IRE1-XBP1 UPR activation; percent of tunicamycin response, DMSO as zero; activation, % at 20 µM; 0.33% of 330,000 active;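 active = versus positive control, 20 µM dose yields 30% or more activation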;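 note: 100% = tunicamycin at 10 µg/mL and 0% = DMSO only wells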
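incubation = overnight seeding at 37 °C, 6 h compound treatment at 37 °C | assay system = CHO-XBP1 cells stably carrying IRE1-XBP1-driven luciferase reporter | input = 1000 cells per well | detection = luciferase luminescence | dosing = single point, 20 µM final compound, 1% DMSO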
EBI2 block = EBI2 receptor antagonists, beta-arrestin recruitment, primary screen, cell-based, luminescence, 7a,25-OHC stimulation, uHTS; G-protein coupled receptor 183 (Homo sapiens), P32249; 7a,25-OHC stimulated; inhibition, % at 5 µM; 0.81% of 360,000 active; AID 651636, 2012; in the data active = inhibition above about 38%;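 note: enzyme fragment complementation signal reports receptor beta-arrestin coupling in cells; 0% = agonist plus DMSO wells and 100% = wells without agonist; some results beyond the cut were filed as inactive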
UPR CHOP act = activators of apoptotic CHOP UPR arm, primary screen, cell-based, CHO-CHOP luciferase reporter, luminescence, uHTS; UPR activation; percent of tunicamycin response over DMSO baseline; activation, % at 10 µM; 0.34% of 330,000 active;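 active = at 10 µM dose, activation of 40% or more, normalized to positive control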;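 note: 100% = tunicamycin at 10 µg/mL and 0% = DMSO alone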
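Test system: CHO CHOP reporter cells. Input: 500 CHO-CHOP cells per well. Medium: F12 with 10% FBS. Technique: luciferase luminescence. Measure: percent activation relative to tunicamycin control. Dosing: 10 µM compound, 0.5% DMSO. Timing: 16-18 h cell attachment, then 6 h compound exposure, 37 °C.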
CXCR6 block = CXCR6 receptor inhibitors, primary screen, cell-based, beta-arrestin, luminescence, CHO-K1 PathHunter, 1536-well; inhibition, % at 20 µM; C-X-C chemokine receptor type 6 (Homo sapiens), O00574; 0.36% of 360,000 active; in the data active = inhibition above about 34%, passing the limit was not always enough;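 note: antagonist mode with CXCL16 agonist at 10 nM final; 0% = 10 nM CXCL16 with DMSO and 100% = unstimulated wells without agonist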
Target sequence (O00574 whole entry, looked up): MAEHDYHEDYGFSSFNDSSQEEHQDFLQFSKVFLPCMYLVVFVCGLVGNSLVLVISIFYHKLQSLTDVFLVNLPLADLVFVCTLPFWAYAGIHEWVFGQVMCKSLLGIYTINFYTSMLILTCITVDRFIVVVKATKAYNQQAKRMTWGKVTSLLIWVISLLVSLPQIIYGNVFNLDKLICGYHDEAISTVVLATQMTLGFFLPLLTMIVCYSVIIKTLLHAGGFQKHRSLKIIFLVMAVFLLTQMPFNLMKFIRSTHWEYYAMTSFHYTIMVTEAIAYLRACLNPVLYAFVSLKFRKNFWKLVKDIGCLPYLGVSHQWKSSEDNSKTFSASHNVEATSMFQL
Jurkat NFkB inh = inhibitors of induced NF-kB luciferase reporter, primary screen, TCR NF-kB activation inhibitor project, cell-based, luminescence, uHTS; Jurkat, PMA/ionomycin-induced NF-kB luciferase reporter; inhibition, % at 4 µM; 0.53% of 330,000 active; AID 435003, 2010; in the data active = inhibition above about 50%
Mdm2-MdmX inh = inhibitors of human Mdm2-MdmX association, primary screen, cell-based, luminescence, split luciferase, SaOS-2, uHTS | Protein Mdm4 (Homo sapiens) + E3 ubiquitin-protein ligase Mdm2 (Homo sapiens), … | SaOS-2 split-luciferase Mdm2/MdmX complementation | inhibition, % at 8 µM | 3% of 330,000 active | AID 485346, 2010;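 active = inhibition of at least 50% at 8 µM in the primary screen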
Gli-Sufu block = Gli-Sufu pathway antagonists, primary screen, luciferase luminescence, Sufu-KO-LIGHT cells, uHTS | Sufu-KO-LIGHT fibroblasts, Gli luciferase reporter luminescence | inhibition, % at 5 µM | 0.74% of 340,000 active | AID 588413, 2011;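 active = inhibition above about 55%, limit read from the data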;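 note: 0% = DMSO-treated cells and 100% = wells with medium but no cells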
CCR6 antag = CCR6 receptor antagonists, primary screen, cell-based, CHO-K1, luminescence, beta-arrestin, uHTS; C-C chemokine receptor type 6 (Homo sapiens), P51684; CHO-K1 CCR6 PathHunter beta-arrestin, CCL20-stimulated; inhibition, % at 20 µM; 0.49% of 340,000 active; AID 493098, 2011;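 active = compounds whose inhibition of the agonist-driven luminescence signal at 20 µM reaches about 50%, limit read from the data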;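 note: cells stimulated with CCL20 at 14 nM final; plate controls were DMSO with CCL20 for no effect and DMSO without agonist for full effect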
Target sequence (P51684 whole entry, looked up): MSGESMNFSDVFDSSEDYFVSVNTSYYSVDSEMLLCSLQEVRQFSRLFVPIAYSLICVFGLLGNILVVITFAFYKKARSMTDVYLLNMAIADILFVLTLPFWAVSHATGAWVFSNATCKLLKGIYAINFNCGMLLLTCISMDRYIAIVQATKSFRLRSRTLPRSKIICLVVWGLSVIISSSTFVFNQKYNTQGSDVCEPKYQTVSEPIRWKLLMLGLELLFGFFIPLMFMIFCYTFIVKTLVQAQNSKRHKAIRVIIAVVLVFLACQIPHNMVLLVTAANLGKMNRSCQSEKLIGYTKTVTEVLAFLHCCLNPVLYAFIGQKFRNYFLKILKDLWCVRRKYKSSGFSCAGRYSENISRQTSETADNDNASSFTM
An asterisk follows results filed as active; / = no result given.

#	Structure	697 NFkB inh	XBP1 UPR activ	EBI2 block	UPR CHOP act	CXCR6 block	Jurkat NFkB inh	Mdm2-MdmX inh	Gli-Sufu block	CCR6 antag
1	O=C(COc1ccccc1Cl)Nc1ccc(N2CCN(C(=O)c3ccccc3)CC2)cc1	-19	-6	1	1.5	-8	21	30	21	-7
2	CN(CC(=O)Nc1ccc(N2CCOCC2)cc1)CC(=O)Nc1ccc(N2CCOCC2)cc1	11	1	-7	0.9	-7	5	2	5	-5
3	COC/C=C/C1=CC2=CC(=O)C(C)(OC(=O)c3cnc4ccccc4n3)C(=O)C2=CN1c1ccc(CO)cc1 (stereo unspecified)	10	-2	/	4.9	/	12	5	/	/
4	NC(N)=NC(N)=Nc1ccccc1	7	1	1	3.9	7	9	10	-5	-3
5	N#CCC1c2ccccc2CCN1C(=O)Nc1cccc(C(F)(F)F)c1 (stereo unspecified)	16	-1	3	1.0	2	1	24	-5	1
6	COC(=O)Oc1nsnc1N1CCOCC1	2	1	-13	3.3	-4	-1	3	-1	0
7	O=C(NCc1cccnc1)C(=O)NCC1OCCN1S(=O)(=O)c1ccc(Cl)cc1 (stereo unspecified)	-43	0	-5	1.4	-5	-26	14	-6	6
8	COc1ccc2c(c1)C=C(C(=O)OCc1cccnc1)CO2	6	-2	-4	-0.5	-1	4	12	4	-14

Compounds above that contain four or more nitrogen atoms, in the order listed:
#	Structure	697 NFkB inh	XBP1 UPR activ	EBI2 block	UPR CHOP act	CXCR6 block	Jurkat NFkB inh	Mdm2-MdmX inh	Gli-Sufu block	CCR6 antag
2	CN(CC(=O)Nc1ccc(N2CCOCC2)cc1)CC(=O)Nc1ccc(N2CCOCC2)cc1	11	1	-7	0.9	-7	5	2	5	-5
4	NC(N)=NC(N)=Nc1ccccc1	7	1	1	3.9	7	9	10	-5	-3
7	O=C(NCc1cccnc1)C(=O)NCC1OCCN1S(=O)(=O)c1ccc(Cl)cc1 (stereo unspecified)	-43	0	-5	1.4	-5	-26	14	-6	6

Going on with the list:
#	Structure	697 NFkB inh	XBP1 UPR activ	EBI2 block	UPR CHOP act	CXCR6 block	Jurkat NFkB inh	Mdm2-MdmX inh	Gli-Sufu block	CCR6 antag
9	Cc1ccc(C(=O)n2c(-c3ccccc3)cnc2SCC(=O)Nc2ccccc2)cc1	/	/	4	/	7	/	/	-9	9
10	Cc1csc(NC(=O)C(CC(C)C)NS(=O)(=O)c2ccc3c(c2)oc(=O)n3C)n1 (stereo unspecified)	16	1	-1	2.3	1	5	-30	-4	4
11	O=C(Nc1ccc(F)cc1)c1cc(S(=O)(=O)N2CCOCC2)cs1	24	-1	1	-0.8	10	8	7	12	6
12	CCn1ncc(C(=O)Nc2cc(C)on2)c1C	-20	-2	-2	2.3	-5	-21	-22	3	-17
13	COc1ccc(N(CC(=O)NCCC2=CCCCC2)S(=O)(=O)c2ccccc2)c(OC)c1	20	0	-2	3.1	3	13	27	-3	11
14	Cc1ccccc1OCC(=O)Nc1ccc2c(c1)OCO2	8	-3	-4	-0.4	3	-26	-16	34	2
15	CCOc1ccc(NC(=O)CSc2nnc(CCNC(=O)c3ccc(OC)cc3)n2CC)cc1	10	2	-1	0.1	-3	-14	-8	-11	-1
16	O=C(COc1coc(CN2CCc3ccccc3C2)cc1=O)Nc1cccc([N+](=O)[O-])c1	10	-1	-21	2.1	-4	6	24	-2	4
17	CN1CCN(S(=O)(=O)c2ccc(Oc3ccc(Br)cc3F)nc2)CC1	18	-3	12	1.5	-3	17	12	-4	7
18	CCOC(=O)c1ccc(-n2c(N)c(C(=O)NCc3ccco3)sc2=S)cc1	3	-2	5	1.9	8	8	-27	5	7
19	CCOc1ccc(N(C)c2ccc(/C=C3/SC(=S)NC3=O)cc2)cc1	4	-6	11	0.5	17	4	24	-14	19
20	Cc1c(Br)c([N+](=O)[O-])nn1CC(=O)Nc1ccc(C(N)=O)cc1	5	0	2	1.0	13	-4	-22	2	5
21	Cc1ccc(S(=O)(=O)N2CCOC2C(Cl)(Cl)Cl)cc1 (stereo unspecified)	1	0	2	0.2	-4	-1	12	-5	2
22	CN(Cc1cccc2ncccc12)C(=O)CC1C(=O)NCCN1Cc1ccc(F)cc1 (stereo unspecified)	1	-1	-8	1.3	0	3	6	-1	5
23	CC(C)CN(C(=O)Cn1ccccc1=O)C1CCS(=O)(=O)C1 (stereo unspecified)	19	-2	-6	0.2	2	5	21	4	7
24	NC(=O)C1CCN(S(=O)(=O)c2ccc3c(c2)OCCO3)CC1	11	-4	-8	-0.3	-4	14	3	0	12
25	CCn1c(=O)n(Cc2ccco2)c(=N)c2c3c(sc21)COC(C)(C)C3	5	3	-7	1.6	-3	2	8	12	3
26	COc1ccc(C(=O)N/C(=C/c2ccco2)C(=O)NCc2ccco2)cc1	9	5	-3	-1.2	6	9	6	-10	16
27	O=c1[nH]nc(N=Nc2c(O)[nH]c3ccc(F)cc23)c(=O)[nH]1	/	/	4	/	12	/	/	-4	29
28	CCc1nnc(NC(=O)c2ccc3c(=O)n4c(nc3c2)CCCCC4)s1	9	8	0	2.2	1	0	0	-5	10
29	COc1ccc(/C=C/C(=O)Nc2cccc(S(=O)(=O)N3CCCC3)c2)cc1OC	4	-2	14	0.2	12	-4	13	17	24
30	Cc1cc(C)cc(-n2c3nc4ccccc4nc3c3c(=O)n(Cc4ccco4)cnc32)c1	-3	0	22	-1.6	14	-1	19	1	5
31	CCCn1cc(CN2CCc3ccc(NC(=O)C4CCCO4)cc3C2)c(C)n1 (stereo unspecified)	21	-4	-12	-0.4	7	7	28	-2	-2
32	CCNC(=O)c1cc(Br)ccc1Cl	-13	-2	5	-1.5	-10	-3	-1	2	7
33	O=C(CSc1nnnn1C1CCCCC1)NCc1ccc2c(c1)OCO2	13	-3	4	-2.6	2	-16	14	-5	0
34	N/C(=N\OC(=O)CCCOc1ccccc1)c1ccncc1	4	4	-9	-1.7	-1	-10	13	-16	1
35	O=C(C1CCC(=O)N(C2CCCC2)C1)N1CCN(c2ccc(Cl)cc2)CC1 (stereo unspecified)	-6	-1	0	1.3	5	15	17	8	-4
36	CCCCN1C(=O)C(=O)N(c2ccccc2)C1=S	-99	0	-5	7.8	-9	-86	-148	-71	-9
37	Cc1ccc(C(=O)Nc2ccccc2C(=O)N2CCCC(C)C2)cc1 (stereo unspecified)	7	-5	-8	5.0	2	-8	17	2	-1
38	CN(Cc1ccccc1)S(=O)(=O)c1ccc(C(=O)Nc2nnc(C3CC3)o2)cc1	-14	-3	-3	2.7	6	-7	33	-12	4
39	CC(CN1CCN(Cc2ccccc2)CC1)c1ccccc1 (stereo unspecified)	6	-4	0	2.1	7	-1	26	16	7
40	COc1ccc(/C=N/NC(=O)c2sccc2OCc2ccc(F)cc2)cc1OC	13	6	11	-1.5	10	26	-1	-6	-15
41	O=Nc1c2cc3ccccc3[nH]c-2c2ccccc12	/	/	12	/	-6	/	/	-100	-4
42	C=CCN(C(=O)CSc1nc2[nH]ncc2c(=O)n1-c1ccccc1OC)c1ccccc1	19	0	-2	-0.3	7	4	-16	4	1
43	COc1cc(C(c2sc3nc(C)nn3c2O)N2CC(C)CC(C)C2)cc(OC)c1OC (stereo unspecified)	2	-1	-1	-0.1	-3	-7	2	3	6
44	c1ccc2c(c1)oc1c(NCCCn3ccnc3)ncnc12	-22	-2	1	-1.8	1	-12	15	-18	2
45	CN(C)CCNC(=O)c1nn(C)c2c1CCc1ccccc1-2	5	-1	-7	-0.5	-3	3	2	3	5
46	CCCC(=O)N(CCN1CCOCC1)c1nc2c(C)cccc2s1	-11	-4	7	-0.8	4	4	23	/	20
47	COc1ccccc1NC(=S)NCCN1CCOCC1	0	-2	-2	0.5	6	2	7	0	5
48	CN1CCC(OC(=O)c2ccc(Cl)cc2Cl)CC1	-4	1	-5	-0.1	9	-19	10	17	-3
49	COC(=O)c1sc(NC(=O)C(C)c2ccccc2)nc1C (stereo unspecified)	6	-3	5	0.8	2	3	20	-2	11
50	O=C(Nc1ccc(F)c(Cl)c1)C1CCCN(C2=NS(=O)(=O)c3ccccc32)C1 (stereo unspecified)	-25	1	-19	-0.4	7	-8	26	8	12
51	COc1ccc(/C=C/C(=O)NC(=S)N2CCOCC2)cc1	2	1	8	8.7	5	-13	-13	-11	-1
52	Cc1cnc([N+](=O)[O-])n1CCOC(=O)NC(=O)c1ccc(F)cc1	4	1	-24	-0.8	1	10	20	3	-9
53	C=CCNc1nc(Nc2ccc([N+](=O)[O-])cc2)nc(N2CCCC2)n1	-5	0	15	-2.9	-6	2	16	11	12
54	COc1ccc(CNCc2cccc(Cl)c2)cc1	0	1	10	0.5	1	-2	25	13	16
55	CCOc1ccc(-n2cc(-c3ccccc3)c3c(=S)nc[nH]c32)cc1	-1	-1	9	0.9	39	-7	28	-3	37
56	O=C(Nc1cccnc1)Nc1cccc(F)c1	2	-2	3	3.5	-9	0	24	-12	6
57	Cc1ncc2c(c1OC(=O)c1ccccc1)COC(C)(C)OC2	-1	2	13	-1.0	4	-3	6	-5	12

An excerpt from above in order of molecular weight, ascending:
#	Structure	697 NFkB inh	XBP1 UPR activ	EBI2 block	UPR CHOP act	CXCR6 block	Jurkat NFkB inh	Mdm2-MdmX inh	Gli-Sufu block	CCR6 antag
56	O=C(Nc1cccnc1)Nc1cccc(F)c1	2	-2	3	3.5	-9	0	24	-12	6
51	COc1ccc(/C=C/C(=O)NC(=S)N2CCOCC2)cc1	2	1	8	8.7	5	-13	-13	-11	-1
57	Cc1ncc2c(c1OC(=O)c1ccccc1)COC(C)(C)OC2	-1	2	13	-1.0	4	-3	6	-5	12
52	Cc1cnc([N+](=O)[O-])n1CCOC(=O)NC(=O)c1ccc(F)cc1	4	1	-24	-0.8	1	10	20	3	-9
53	C=CCNc1nc(Nc2ccc([N+](=O)[O-])cc2)nc(N2CCCC2)n1	-5	0	15	-2.9	-6	2	16	11	12
55	CCOc1ccc(-n2cc(-c3ccccc3)c3c(=S)nc[nH]c32)cc1	-1	-1	9	0.9	39	-7	28	-3	37

Compounds as they come; any-hit rate near 5%.
